SENP7 block: SENP7 protease inhibition; Q9BQF6; recombinant SENP7, Z-RLRGG-aminoluciferin luminescence, 40 min; inhibition, % at 5 µM; actives 1.5% (n = 330,000); AID 434973;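 active = inhibition above about 50% at the single test dose, limit read from the data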;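 note: plate controls were DMSO with enzyme for no effect and no enzyme buffer wells for full effect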
ATG4B inh: blocks human ATG4B protease cleavage of LC3 substrate; ATG4B cleavage of LC3-PLA2, NBD-HPC fluorescence, 1 h; Q9Y4P1; inhibition, % at 8.33 µM; actives 0.51% (n = 340,000); AID 504462; in the data active = inhibition above about 40%
Target sequence (Q9Y4P1 whole entry, looked up): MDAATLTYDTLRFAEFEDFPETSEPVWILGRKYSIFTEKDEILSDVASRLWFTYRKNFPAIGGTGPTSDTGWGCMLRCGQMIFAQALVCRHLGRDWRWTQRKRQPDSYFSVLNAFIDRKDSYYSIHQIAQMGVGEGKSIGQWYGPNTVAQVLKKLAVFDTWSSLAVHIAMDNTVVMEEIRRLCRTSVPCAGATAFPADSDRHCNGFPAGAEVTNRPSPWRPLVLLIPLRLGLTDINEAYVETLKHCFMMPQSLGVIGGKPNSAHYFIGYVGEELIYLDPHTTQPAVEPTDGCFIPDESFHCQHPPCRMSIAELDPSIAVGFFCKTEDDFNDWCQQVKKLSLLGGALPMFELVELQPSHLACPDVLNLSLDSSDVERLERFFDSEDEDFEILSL
NR3A LBD binder: modulates the human NR3A ligand-binding domain. NR3A LBD differential scanning fluorimetry, Tm shift; 0% = protein alone, 100% = glycine-bound protein. Tm shift relative to glycine control, % at 25 µM. actives 2.5% (n = 340,000);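 active = melting temperature shift of at least 10% of the positive control shift, at one fixed dose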
HKDC1 inh: blocks human hexokinase HKDC1 activity; Q2TB90; recombinant HKDC1, G6PDH/diaphorase resazurin coupled fluorescence; inhibition, % at 20 µM; actives 0.16% (n = 340,000); AID 493160;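 active = inhibition above about 35% when tested at 20 µM, limit read from the data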;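 note: plate controls were DMSO wells with enzyme for no effect and DMSO wells lacking enzyme for full effect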
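Material: recombinant HKDC1 hexokinase; Amount: HKDC1 at 5 µg/mL; Medium: Tris pH 8.0 buffer with MgCl2, Tween-20, BSA, BME; Schedule: 90 min reaction incubation at room temperature, dark; Technique: coupled resazurin fluorescence, excitation 525 nm, emission 613 nm.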
PfG6PD inh: PfG6PD (Plasmodium falciparum) enzyme inhibition; PfGluPho enzyme, NADPH resazurin-diaphorase fluorescence; inhibition, % at 20 µM; actives 0.78% (n = 350,000);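 active = inhibition reaching at least a set limit at 20 µM in the primary screen, cut at about 59% in these data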;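 note: 0% = DMSO wells with substrate and 100% = DMSO wells lacking glucose-6-phosphate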
SENP6 block: SENP6 protease inhibition; Q9GZR1; Recombinant SENP6 catalytic domain, aminoluciferin luminescence; inhibition, % at 10 µM; actives 1.8% (n = 330,000); AID 2599;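 active = inhibition above about 50% at the single tested dose, limit read from the data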;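 note: plate controls were DMSO wells with enzyme for no effect and DMSO wells lacking enzyme for full effect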
Target sequence (Q9GZR1 628-1112 limits assumed): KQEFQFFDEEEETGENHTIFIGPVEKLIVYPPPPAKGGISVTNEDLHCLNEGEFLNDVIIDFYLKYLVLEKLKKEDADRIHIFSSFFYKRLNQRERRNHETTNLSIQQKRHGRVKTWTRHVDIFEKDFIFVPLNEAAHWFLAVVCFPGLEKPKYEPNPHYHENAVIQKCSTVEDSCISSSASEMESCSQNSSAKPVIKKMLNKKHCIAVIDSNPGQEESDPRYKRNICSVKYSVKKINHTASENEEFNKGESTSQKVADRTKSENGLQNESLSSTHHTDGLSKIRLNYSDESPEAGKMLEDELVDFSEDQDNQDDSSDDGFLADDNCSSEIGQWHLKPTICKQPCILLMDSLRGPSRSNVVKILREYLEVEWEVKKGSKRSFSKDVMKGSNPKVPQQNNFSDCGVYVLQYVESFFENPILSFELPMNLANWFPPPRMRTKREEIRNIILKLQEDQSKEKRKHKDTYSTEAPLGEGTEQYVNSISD
SENP8 inh: blocks human SENP8 cleavage of Nedd8 substrate | Q96LD8 | actives 0.64% (n = 360,000) | inhibition, % at 20 µM | recombinant SENP8, Nedd8 substrate fluorescence; in the data active = inhibition mostly above about 40%, no sharp cut-off; inactive = mostly below about 27%
Target sequence (Q96LD8 whole entry, looked up): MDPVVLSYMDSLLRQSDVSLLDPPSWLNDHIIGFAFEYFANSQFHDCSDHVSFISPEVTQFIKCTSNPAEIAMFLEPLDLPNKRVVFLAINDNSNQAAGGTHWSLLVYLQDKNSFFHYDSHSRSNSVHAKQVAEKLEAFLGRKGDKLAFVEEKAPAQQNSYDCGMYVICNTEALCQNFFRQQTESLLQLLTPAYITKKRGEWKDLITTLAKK
MPTP block: inhibitors of mitochondrial permeability transition pore; actives 1.4% (n = 360,000); inhibition, % at 10 µM; isolated mouse mitochondria, Ca2+ swelling absorbance, 30 min;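 active = inhibition of 50% or more, scaled per plate between neutral and stimulator controls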;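 note: 0% = DMSO wells given calcium and 100% = 1 mM EGTA wells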
Active calls of the source: *; x = not tested or not shown.

#	SMILES	SENP7 block	ATG4B inh	NR3A LBD binder	HKDC1 inh	PfG6PD inh	SENP6 block	SENP8 inh	MPTP block
1	CCOC(=O)C1CCN(C(=O)CNC(=O)OC(C)(C)C)CC1	4	6	-1	-9	-2	-20	8	-1.5
2	O=C(CN1C(=O)C2C3CCC(C3)C2C1=O)Oc1ccc2ccccc2c1 (centres undefined)	-6	-5	-1	-1	-5	6	-3	-2.0
3	COc1ccc(S(=O)(=O)Nc2ccc3c(c2)n(C)c(=O)n3C)cc1C	-5	1	-1	-3	-1	-6	8	0.9
4	Cn1c(SCCCC(=O)c2ccc(F)cc2)nnc1-c1ccncc1	0	4	0	-3	-4	-9	13	0.9
5	C=CCn1c(SCC(=O)c2cc(C)n(CC3CCCO3)c2C)nnc1-c1ccccc1 (centres undefined)	2	-4	-2	0	10	-10	-1	0.3
6	O=C(Nc1cccc2c1CCCC2)c1cc([N+](=O)[O-])cc([N+](=O)[O-])c1	8	-3	-5	-7	27	3	18	8.3
7	CC(=O)C1=NOC(CNC(=O)c2c(-c3ccccc3Cl)noc2C)C1 (centres undefined)	9	-1	3	-5	1	-8	12	-1.1
8	CCOC(=O)c1c(N)sc(C(C)=O)c1C	6	-7	-1	0	40	0	-6	-1.0
9	COc1ccc(OC)c(/C=N/NC(=O)C(=O)NCc2cccnc2)c1	0	6	-1	-3	-5	-6	-4	-1.3
10	CCn1cc([N+](=O)[O-])c(C(=O)Nc2ccn(Cc3ccccc3)n2)n1	-8	-5	-1	17	-13	-10	11	-1.2
11	COc1ccc(C(=O)N2CCCC2(C#N)c2ccccc2)cc1[N+](=O)[O-] (centres undefined)	-4	5	3	2	-10	6	18	0.5
12	CCCN(C(=O)CSCc1c(C)noc1C)c1c(N)n(Cc2ccccc2)c(=O)[nH]c1=O	0	-1	x	0	-8	-4	-11	-1.0
13	COc1ccc(C)cc1S(=O)(=O)N(CC(=O)NCc1ccco1)c1ccc(C)cc1	-3	-3	-2	-5	7	-8	1	-0.3
14	N#Cc1nc(/C=C/c2ccccc2)oc1NCCCN1CCOCC1	2	-2	-1	0	13	-28	-408	1.1
15	COC(=O)c1c(-c2ccc(C)cc2)csc1NC(=S)NC(=O)c1cc(OC)cc(OC)c1	3	-3	4	-11	1	3	6	-0.4
16	O=C(CC1Oc2ccccc2NC1=O)NCCc1ccccc1 (centres undefined)	4	-5	-4	-6	0	-4	-2	-1.8
17	CC(C)C(C(=O)Nc1nccs1)c1ccccc1 (centres undefined)	7	-5	0	-7	-6	-6	22	-1.7
18	COc1ccc(Cc2nnc(Nc3ccccc3)s2)cc1Br	4	-2	0	1	8	-1	10	0.7
19	CCOc1ccccc1N1CC(C(=O)Nc2ccc(C(=O)O)cc2)CC1=O (centres undefined)	-6	-12	2	-2	-17	-18	1	0.8
20	Cc1cc(/C=N/n2cnnc2)c(C)n1-c1ccc(OCc2ccccc2F)cc1	7	27	-4	-4	3	-20	-19	98*
21	CCc1ccc(NC(=O)CCn2ccnc2C)cc1	-1	-6	0	-4	-27	-4	23	0.1
22	CN(c1ccc(C(=O)N2CCN(c3ccccc3F)CC2)cc1)S(=O)(=O)c1ccccc1	-3	4	1	3	6	-25	9	-1.4
23	COc1ccc(S(=O)(=O)N(C)CC(=O)NC2CC2)cc1OC	11	-7	6	3	-3	-16	23	-0.8
24	COc1ccc(C(=O)Nc2ccc(Cl)cc2C(=O)NCCO)cc1	-18	-11	-1	-4	36	-5	-145	0.0

Some entries already given, showing only PfG6PD inh, ATG4B inh and SENP8 inh.
cpd	Structure	PfG6PD inh	ATG4B inh	SENP8 inh
23	COc1ccc(S(=O)(=O)N(C)CC(=O)NC2CC2)cc1OC	-3	-7	23
24	COc1ccc(C(=O)Nc2ccc(Cl)cc2C(=O)NCCO)cc1	36	-11	-145

(list continues)
#	SMILES	SENP7 block	ATG4B inh	NR3A LBD binder	HKDC1 inh	PfG6PD inh	SENP6 block	SENP8 inh	MPTP block
25	CC1=C(C(N)=O)C(c2ccc(Cl)cc2Cl)n2ncnc2N1 (centres undefined)	0	-4	-4	5	-6	-5	13	1.5
26	Cn1c(=O)c2c(nc(CN3CCN(C(=O)c4ccco4)CC3)n2CC(=O)C(C)(C)C)n(C)c1=O	1	-9	-1	-6	-4	-6	7	-1.5
27	COc1cccc(CN2CC(C(=O)NCc3ncc(C)[nH]3)CCC2=O)c1 (centres undefined)	2	15	2	-4	7	1	-10	0.3
28	CCCc1cc(=O)[nH]c(SCc2csc(-c3ccccc3)n2)n1	4	-1	0	-10	-17	-24	12	3.0
29	Nc1ncc(-c2cc3ccccc3oc2=O)s1	8	-3	-1	-2	-4	92*	-90	-0.9
30	Cn1ccnc1Sc1nc(Nc2cccc(Cl)c2)nc(N2CCOCC2)n1	5	10	-4	-3	-7	-7	11	2.1
31	COc1cc(/C=C2/C(=O)N(c3cccc(Br)c3)N=C2C)cc(OC)c1O	54*	-1	15*	21	28	-14	61*	14
32	COc1ccc(NC(=O)Nc2ccc(OCc3ccccc3)cc2)cn1	x	-5	29*	2	-13	x	20	3.2
33	O=C(CNS(=O)(=O)c1ccc(Br)s1)N1CCN(c2ccc(F)cc2)CC1	7	0	-1	2	-10	7	14	1.4
34	CS(=O)(=O)N(CC(=O)Nc1cccc(F)c1)Cc1ccccc1	-3	14	3	0	-1	-19	6	-1.0
35	Cc1ccc(-c2n[nH]c(=S)n2/N=C/c2ccc(C)s2)cc1	-6	-1	-12	0	24	-7	20	1.4
36	COc1ccccc1/C=N/OCc1cc(C(C)=O)ccc1OC	-6	1	-1	-4	9	-22	7	-1.2
37	Cc1ccc(CN=c2c([N+](=O)[O-])nn(-c3ccc(Cl)cc3)n2O)cc1	2	1	2	0	9	12	36	7.1
38	CCOc1ccc(NC(=O)CCNS(=O)(=O)c2ccc3c(c2)CCC(=O)N3)cc1	-1	-6	0	-5	-7	4	7	4.1
39	CC(C(=O)Nc1ccccc1-c1ccccc1)N1CCN(Cc2ccccc2)CC1 (centres undefined)	-6	26	1	-5	3	-14	15	1.2
40	Cc1ccc(S(=O)(=O)NCC(=O)N(CC(=O)NC(C)(C)C)Cc2cccs2)cc1	1	-9	-1	-7	7	2	11	2.1
41	CCOC(=O)C1CCN(C(=O)c2cc(COc3ccc(F)cc3F)on2)CC1	12	7	-5	-5	-8	-3	-4	0.4
42	COc1cc(NS(=O)(=O)c2ccc3ccccc3c2)c2ncccc2c1	11	-1	-10	8	22	4	8	-3.9
43	CN(CC(=O)Nc1ccc(F)c(F)c1F)C(=O)C1CC(=O)N(c2ccc3c(c2)OCCO3)C1 (centres undefined)	1	-8	-1	-3	4	-6	1	0.3
44	Cc1cc(C)c2c(=O)cc(C(F)(F)F)oc2n1	4	-7	1	-2	-11	2	7	-0.2
45	CS(=O)(=O)N1CCC(C(=O)Nc2ccc(Cl)c(C(F)(F)F)c2)CC1	-2	-14	-3	-6	15	-5	1	3.4
46	CC(=O)Nc1cccc(NC(=O)CSc2nc(C3CC3)nc3ccccc23)c1	-4	-1	5	3	3	-4	2	1.5
47	Cc1ccc(NCc2nc3ccccc3n2CCOc2ccccc2)cc1	-3	21	-10	7	22	3	6	2.2
48	O=C(CCC(=O)N1CCN(c2ccccc2F)CC1)N1CCN(c2ccc(F)cc2)CC1	-7	5	0	-6	-20	12	16	-0.3
49	Nc1nc(-c2cccc(Br)c2)cs1	-6	2	1	-65	11	0	12	-1.8
50	COC(=O)C(c1cc(OC)c(O)c(OC)c1)(N1CCNC(C)C1)C(F)(F)F (centres undefined)	-4	-6	-1	0	28	-14	12	3.0
51	Cc1oc(C(=O)O)cc1COc1ccc2c3c(c(=O)oc2c1)CCC3	5	10	0	11	-5	31	-300	0.6
52	Cc1sc2ncnc(N3CCC(C(=O)Nc4ccc(Br)cc4Br)CC3)c2c1C	5	5	-3	1	6	-5	-16	9.6
53	COCCC1CCCCN1C(=O)c1cc(COc2ccc(C)nc2)on1 (centres undefined)	2	19	-1	4	-16	-8	-6	0.3
54	Cc1ccc(NC(=O)c2c(C(F)(F)F)nn(C)c2Cl)cc1C	-19	0	-2	-8	10	-7	16	2.7
55	O=C(COC(=O)CCC(=O)c1ccc(Cl)cc1)NC1CC1	7	-9	-2	-7	-2	8	14	0.5
56	COc1cc(C(=O)O/N=C2/C=CC(=O)C(C)=C2C)cc(OC)c1OC	x	-10	0	7	32	x	28	0.6
57	C=C(C)CSc1cc(C)nc2c(-c3ccccc3)c(C)nn12	0	-3	-1	-2	7	-3	-56	3.5
58	COc1ccccc1OCCn1nnc2ccccc21	5	-11	2	-4	6	-2	2	2.3
59	CCOc1ccc(OCCCC(=O)N2CCN(S(=O)(=O)c3ccc(Cl)cc3)CC2)cc1	0	-4	2	-4	-4	0	18	-1.3
60	COc1ccc(C(=O)NC(=S)Nc2ccc(Cc3ccncc3)cc2)cc1	4	11	4	5	0	-35	8	2.3
61	COc1ccc(-c2[nH]ncc2CNCC(C)(C)N2CCOCC2)cc1F	2	-5	0	-4	2	-2	4	0.4
62	O=C(CSC1CC(=O)N(CCc2ccccc2)C1=O)Nc1ccc(Br)cc1 (centres undefined)	-3	-1	-5	2	-1	-12	15	-1.8
63	CN(CC1COc2ccccc2O1)C(=O)CSc1nncs1 (centres undefined)	-5	-1	1	-7	3	-9	3	-0.3
64	CCOC(=O)C1=C(C)NC(=O)NC1c1ccoc1 (centres undefined)	-4	4	-1	2	-14	7	8	0.5
65	S=C(NCC1CCCO1)NC1CCCCC1 (centres undefined)	-1	-8	-1	-12	-5	-19	15	-0.7
66	Cc1cc(=O)[nH]c(N/N=C/c2ccc(Br)s2)n1	12	33	-2	-5	0	21	-29	1.4
67	COCCNC(=S)N1CCC(C(=O)c2ccc(C)cc2)CC1	7	-3	0	-5	-12	-12	10	0.5
68	COc1ccc(S(=O)(=O)NCC(=O)N(CC(=O)NCc2ccco2)C2CCCC2)cc1	11	4	-3	5	-9	-8	14	1.7
69	CCN(CC)CCNC(=O)CCN1N=C(c2ccccc2)CCC1=O	4	2	-1	-2	5	7	13	-0.2
70	COc1ccc(N(C)S(=O)(=O)c2cccc(C(=O)NCc3ccc4c(c3)OCO4)c2)cc1	-1	13	-2	-3	-10	-18	-1	-2.0
71	COc1cccc(CC(=O)OCC(=O)NCc2ccc3c(c2)OCO3)c1	3	3	3	-4	-8	-1	8	-0.6
72	CSc1ccc(CN2CCN(C(=O)CC(C)C)CC2)cc1	4	3	2	-1	-13	6	17	0.3

Entries shown so far with a tert-butyl group:
#	SMILES	SENP7 block	ATG4B inh	NR3A LBD binder	HKDC1 inh	PfG6PD inh	SENP6 block	SENP8 inh	MPTP block
1	CCOC(=O)C1CCN(C(=O)CNC(=O)OC(C)(C)C)CC1	4	6	-1	-9	-2	-20	8	-1.5
26	Cn1c(=O)c2c(nc(CN3CCN(C(=O)c4ccco4)CC3)n2CC(=O)C(C)(C)C)n(C)c1=O	1	-9	-1	-6	-4	-6	7	-1.5
40	Cc1ccc(S(=O)(=O)NCC(=O)N(CC(=O)NC(C)(C)C)Cc2cccs2)cc1	1	-9	-1	-7	7	2	11	2.1

Next section.
#	SMILES	SENP7 block	ATG4B inh	NR3A LBD binder	HKDC1 inh	PfG6PD inh	SENP6 block	SENP8 inh	MPTP block
73	Cc1ccc(C(=O)c2c3ccccc3[n+]([O-])n2CCC(=O)O)cc1	-5	-9	1	6	-12	-4	-24	1.0
74	COc1ccc(S(=O)(=O)Nc2cccc(N(C)S(C)(=O)=O)c2)cc1Br	1	-5	-6	-1	-22	6	16	11
75	Cc1cc(NC(=O)c2cccc(S(=O)(=O)N(C)C)c2)n(-c2ccccn2)n1	-4	-27	-12	7	2	2	13	1.1
76	COc1ccc(-n2nc(C(=O)NCC(=O)N3CCN(c4ccccc4)CC3)c3ccccc3c2=O)c(OC)c1	-9	2	3	-1	-3	-37	-45	1.6
77	CC(=O)c1ccc(N2C(=NC(=O)C(C)C)SC3CS(=O)(=O)CC32)cc1 (centres undefined)	-3	-1	0	0	-16	1	13	-1.1
78	CC(C)OC(=O)CCCNc1ccc([N+](=O)[O-])cc1[N+](=O)[O-]	2	-7	9	-4	6	-6	24	1.9
79	COCC(=O)N(CCc1ccc(OC)c(OC)c1)Cc1nc2ccccc2c(=O)[nH]1	1	2	2	-4	-2	-9	19	-0.3

Assay outcomes deposited in PubChem by Sanford-Burnham Center for Chemical Genomics.
